Bioassay records as filed in PubChem BioAssay.
GRP78 ERSR act: ER stress response induction in glioma; U87-MG GRP78 promoter luciferase reporter, 16 h; Potency, µM, for the others: at the highest dose activation, hits mostly activators; AID 602332; actives 0.02% (n = 420,000); note: potency is the fitted concentration of half-maximal effect; series mostly up to about 76 µM; % of control where 0% means no effect; nearly all actives have a fitted effect of over 35% in size
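ERSR induction read as luciferase luminescence (Bright-Glo, 10 min at room temperature) in stably transfected human U87-MG glioma cells exposed to compounds for 16 h, using GRP78 as sensor.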
Vif-A3G inh: Vif-A3G binding inhibition | Q9HC16 | HeLa A3G-eYFP + Vif (tagged APOBEC3G with the HIV-1 protein that degrades it), YFP fluorescence, overnight | Potency, µM (series often up to 46.1 µM), without a hit: at the top dose activity, negative = active, usual class: inhibitors | actives 0.076% (n = 410,000) | AID 602310;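 note: potency is the fitted concentration of half-maximal effect; % is set by controls: 0 for no effect and ±100 for the full control effect; nearly all actives have a fitted effect of over 60% in size; hits raise eYFP signal because A3G escapes Vif-driven loss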
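Read-out is eYFP fluorescence (Ex 488/Em 500-530) from Vif-expressing HeLa A3G-eYFP cells; more signal means A3G escaped Vif-mediated degradation. Cells plated overnight, compound pinned in, incubated overnight at 37 deg C.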
mIDH1 inhibitor: inhibitors of human mutant IDH1 R132H | O75874 | IDH1-R132H enzyme, NADPH consumption, diaphorase/resazurin fluorescence | Potency, µM (doses to about 76.6 µM), for inactives: at the top dose activity change, negative = inhibition, hits mostly inhibitors | actives 0.093% (n = 390,000); note: potency is the fitted concentration of half-maximal effect; % is set by controls: 0 for no effect and ±100 for the full control effect; nearly all actives have a fitted effect of over 65% in size
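IDH1-R132H (0.5 ug/mL dispensed) in pH 7.5 Tris buffer was preincubated 30 min with compound, then given a substrate mix of 0.016 mM NADPH and 2 mM alpha-KG for 80 min at room temperature; remaining NADPH was read by diaphorase/resazurin fluorescence.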
USP1 inh: inhibitors of human USP1/UAF1 deubiquitinase. recombinant USP1/UAF1, Ub-Rhodamine cleavage fluorescence. AID 743255. Potency, µM (top dose mostly 57.1 µM), without a hit: at the top dose activity change, negative = inhibition, usual class: inhibitors. O94782. actives 0.23% (n = 390,000); note: potency is the fitted concentration of half-maximal effect; % is set by controls: 0 for no effect and ±100 for the full control effect; nearly all actives have a fitted effect of over 60% in size; inactives centre near -12
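In this screen, compounds sit with the deubiquitinase complex (1nM) for 15 min at room temperature before Ub-Rho is added at 150nM final. Fluorescence rise is then followed for 6 reads every 60 seconds.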
Vif-A3F inh: blocks the Vif interaction with APOBEC3F. Potency, µM (series often up to 46.1 µM), inactives show at the top dose activity, negative = active. actives 0.2% (n = 390,000). HeLa A3F-eYFP + Vif (tagged APOBEC3F with the HIV-1 protein that degrades it), YFP fluorescence increase; note: potency is the fitted concentration of half-maximal effect; % of control where 0% means no effect; nearly all actives have a fitted effect of over 65% in size
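HeLa cells stably expressing Vif plus C-terminally eYFP-tagged A3F were seeded, incubated overnight at 37 deg C, dosed with compound, incubated overnight again at 37 deg C. Yellow fluorescence (Ex 488/Em 500-530) reported blocked Vif-mediated A3F-eYFP degradation.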
TrxR1 substrate: substrates of rat thioredoxin reductase 1. Potency, µM (highest dose often 114 µM), for inactives: at the top dose activity change, negative = substrate turnover. actives 0.01% (n = 390,000). AID 588456. purified TrxR1 substrate turnover, NADPH consumption readout; note: potency is the fitted concentration of half-maximal effect; % is set by controls: 0 for no effect and ±100 for the full control effect; nearly all actives have a fitted effect of over 50% in size
Target sequence (O89049 whole entry, looked up): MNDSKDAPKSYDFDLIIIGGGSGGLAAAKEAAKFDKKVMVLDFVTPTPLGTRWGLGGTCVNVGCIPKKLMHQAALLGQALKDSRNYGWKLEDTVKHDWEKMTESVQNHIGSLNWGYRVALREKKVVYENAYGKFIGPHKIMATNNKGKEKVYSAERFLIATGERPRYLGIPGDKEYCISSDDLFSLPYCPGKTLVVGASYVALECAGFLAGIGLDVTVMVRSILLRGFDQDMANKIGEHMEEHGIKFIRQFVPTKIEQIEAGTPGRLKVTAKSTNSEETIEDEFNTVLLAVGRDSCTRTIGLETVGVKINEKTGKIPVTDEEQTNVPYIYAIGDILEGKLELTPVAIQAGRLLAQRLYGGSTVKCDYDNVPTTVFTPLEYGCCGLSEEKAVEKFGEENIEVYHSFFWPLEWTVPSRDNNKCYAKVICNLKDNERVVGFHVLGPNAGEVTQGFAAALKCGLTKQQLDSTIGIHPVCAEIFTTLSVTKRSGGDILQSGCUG
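Rat TrxR1, dispensed at 90 nM, was prereduced with 400 uM NADPH (final) for 5 min at ~22 deg C, then incubated with compound 15 min before 400 uM selenite. A first-read NADPH fluorescence drop versus no-compound background flagged substrates.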
RXFP1 ag: activates the human relaxin receptor RXFP1 | Q9HBX9 | HEK293T-RXFP1 cAMP TR-FRET, 30 min; response scale: percent of porcine relaxin response, buffer zero | Potency, µM (highest dose often 57.5 µM), for inactives: top-dose activation, usual class: activators | actives 0.3% (n = 370,000); note: potency is the fitted concentration of half-maximal effect; % is set by controls: 0 for no effect and ±100 for the full control effect; nearly all actives have a fitted effect of over 60% in size; many of its hits are not listed in these tables
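cAMP rise read by TR-FRET after 30 min, 37C compound exposure (up to 58 uM) in RXFP1-transfected HEK293 cells with Ro 20174 present. EC50 from Hill-equation fits, with 29 nM porcine relaxin as 100% and buffer as basal.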
LDHA inh: blocks human lactate dehydrogenase A; P00338; purified LDHA, NADH/diaphorase-resazurin fluorescence; stronger effect = lower value; activity change, % (values are at about 110 or 230 µM); actives 0.15% (n = 480,000); AID 1347041; in the data active = activity change below about -30%; inconclusive = mostly about -25% to -30%;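 note: plate controls were DMSO wells for no effect and wells without enzyme for full effect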
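Resorufin fluorescence (ex540/em590), read at 0 and 20 min after diaphorase/resazurin addition, reports the NADH left after a 5 min room-temperature reaction of 2 nM human LDH5 with 0.06 mM NADH and 0.2 mM pyruvate.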
PI4K2A inh: inhibitors of human PI4K2A; Q9BTU6; purified PI4K2A, ADP-Glo luminescence, 1 h; stronger effect = lower value; activity change, negative = inhibition, % at 76.9 µM; actives 0.13% (n = 420,000); AID 1346378; in the data active = activity change below about -50%; inconclusive = mostly about -30% to -49%;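 note: -100% = wells without enzyme as full effect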
Target sequence (Q9BTU6 whole entry, looked up): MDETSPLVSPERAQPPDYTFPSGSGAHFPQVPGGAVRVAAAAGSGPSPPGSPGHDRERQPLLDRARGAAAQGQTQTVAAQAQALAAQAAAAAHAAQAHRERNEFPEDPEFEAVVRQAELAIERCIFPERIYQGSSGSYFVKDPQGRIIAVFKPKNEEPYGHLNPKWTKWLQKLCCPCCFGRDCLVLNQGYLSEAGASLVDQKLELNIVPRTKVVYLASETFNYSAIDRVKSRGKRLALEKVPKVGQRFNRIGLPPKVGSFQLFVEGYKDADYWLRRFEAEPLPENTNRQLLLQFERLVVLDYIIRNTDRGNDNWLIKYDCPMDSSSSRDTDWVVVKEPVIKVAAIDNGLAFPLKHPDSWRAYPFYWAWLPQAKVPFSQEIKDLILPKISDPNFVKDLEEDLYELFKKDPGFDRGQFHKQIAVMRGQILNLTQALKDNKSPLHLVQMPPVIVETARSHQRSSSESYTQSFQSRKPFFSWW
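ADP-Glo luminescence measured ADP generated by PI4K2A enzyme (4 ug/mL before mixing) with 1.2 mM PI substrate (pre-mix) and 300 microM ATP (pre-mix). Tris pH7.5 buffer with MgCl2, Triton X-100; 1 h reaction at ambient temperature.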
Active calls of the source: *; ? = inconclusive; / = not tested or not shown; & = joins results of further samples; [ ] = remark or other dose. Unless noted, calls come from the whole dose curve; as a rule, active = well fitted curve in the direction sought with a large enough effect; inconclusive = small, poorly fitted or top-dose-only effect, or another doubt; inactive = no such curve, though single readings can be large; an effect the other way counts as inactive or inconclusive.

no.	canonical_smiles	GRP78 ERSR act	Vif-A3G inh	mIDH1 inhibitor	USP1 inh	Vif-A3F inh	TrxR1 substrate	RXFP1 ag	LDHA inh	PI4K2A inh
1	CCOC(=O)c1ccccc1NC(=O)CN(c1ccccc1OC)S(=O)(=O)c1ccc(C)cc1	-1%	-2%	28%	-13%	1%	2%[57.1 µM]	-0.3%	-6	3
2	O=C(O)CSCC(=O)N1CCN(c2nc3cc(Cl)ccc3s2)CC1	-6%	1%	7%	-23%	2%	5%	0.0%	-9	-18
3	COc1ccccc1C(=O)c1cc2ccc(O)cc2oc1=O	-2%	0%	-5%	-20%	2%	-3%[57.1 µM]	-0.3%	-2	0
4	N#Cc1ccc(C(=O)N2CCCCC2c2cc(C(=O)Nc3cccc(C#N)c3)no2)cc1 (configuration not stated)	0%	0%	/	/	/	/	/	-7	-4
5	COc1ccnc(NCc2cccnc2)c1C#N	-2%	-3%	6%	-11%	0%	20%[57.1 µM]	2.0%	-6	5
6	COC(=O)CC1=C(C(=O)OC)C(c2cc(OC)c(OC)cc2OC)C(C#N)=C(N)O1 (configuration not stated)	6%	-1%	2%	-1%	-2%	-1%[57.1 µM]	1.5%	9	19
7	CCOc1ccc(C(=O)N(Cc2ccccc2)c2cccc(C)c2)cc1OC	-1%	1%	-6%	-21%	-2%	-2%	2.4%	4	1
8	Cc1nn2c(=O)cc(COC(=O)c3cccc(NC(=O)COc4ccc(C)c(C)c4)c3)nc2s1	-3%	-5%	11%	-7%	0%	1%[57.1 µM]	1.3%	2	-11
9	Nn1c(SCC(=O)Nc2ccc(Oc3ccccc3)cc2)nnc1C1CC1	1%	-7%	4%	-16%	0%	-8%	-1.3%	-2	-1
10	CCOC(CNc1cc(C)nc2c(-c3ccccc3OC)c(C)nn12)OCC	-3%	-1%	4%	-27%	0%	-3%	1.5%	2	-6
11	NC(=S)NNC(=O)Nc1cccc(Cl)c1	-6%	-1%	0%	-9%	10%	1%	0.0%	-11	5
12	C=CCN1C(=O)CN=C1Nc1ccccc1	-4%	1%	5%	-7%	/	-5%	2.3%	-2	5
13	CN(Cc1nccs1)C(=O)c1ccc(OC2CCN(Cc3ccccn3)CC2)cc1	-4%	0%	0%	7%	-3%	-4%	0.3%	-10	3
14	Cc1cc(-c2cc(NC=O)c3ncc(-c4cccc(C(=O)NCCN(C)C)c4)n3c2)cc(C)c1O	-7%	-8%	/	/	/	/	/	2	0
15	Oc1ccccc1C1Nc2cccc3cccc(c23)N1	2%	-6%	6%	-24%	0%	11%[57.1 µM]	-0.3%	13&4	0
16	CCc1nnc(NC(=O)CSc2nnc(-c3c[nH]c4ccccc34)n2CCOC)s1	0%	1%	2%	-10%	-8%	4%	-0.3%	0	2
17	Cc1ccccc1/C=N/NC(=O)Cc1ccc(Cl)cc1	0%	-8%	5%	-7%	1%	-22%[57.1 µM]	3.3%	0	2
18	C=CCn1c(SCc2c(C)noc2C)nc2sc3c(c2c1=O)CCCC3	-4%	-18%	4%	-8%	-3%	4%	6.1%	-7	-1
19	CCS(=O)(=O)NCC(c1ccco1)N1CCN(c2ccc(F)cc2)CC1 (configuration not stated)	-4%&-6%	4%&1%	-10%&9%	-26%&-12%	4%&6%	0%[57.1 µM]	-0.2%&2.5%	-6&3	2&-6
20	O=C(O)c1sccc1SCc1ccc(Cl)c(Cl)c1	2%	-4%	8%	-25%	2%	-3%	-0.5%	6	-1
21	O=C(CCNS(=O)(=O)c1ccc(Br)cc1)N1CCCCCCC1	-2%	1%	7%	1%	-20%	-6%	0.0%	-3	0
22	CCOC(=O)c1c(C)[nH]c(C)c1S(=O)(=O)N1CCN(C(=O)c2ccco2)CC1	4%	1%	7%	-22%	-1%	7%	0.8%	-1	-6
23	O=C1C2C3C=CC(C3)C2C(=O)N1Cc1cccnc1 (configuration not stated)	2%	4%	1%	-12%	-8%	-2%	-0.5%	-7	8
24	CN1CCN(CCCNC(=O)c2ccc3c(c2)N(Cc2ccc(F)cc2)CCS3)CC1	-2%	-1%	0%	-20%	2%	112%[activator]	?	-1	0
25	Cn1nc(C(C)(C)C)cc1C(=O)N1CCCCC1c1cc(C(=O)Nc2cccc3c2CCCC3)no1 (configuration not stated)	-4%	-6%	/	/	/	/	/	-3	-4
26	CC(OC(=O)c1nsc(Cl)c1Cl)C(=O)NCc1ccc2c(c1)OCO2 (configuration not stated)	-3%	1%	0%	-9%	-4%	11%	1.0%	-2	-2
27	Cc1cccc(NC(=S)NCc2ccco2)n1	-1%	0%	7%	-16%	?	4%	0.5%	-4	3
28	COc1ccc(S(=O)(=O)Nc2cccc3c2O[C@H](CN(C)CC2CC2)[C@@H](C)CN([C@H](C)CO)C3=O)cc1	-3%	-1%	0%	2%	3%	5%[57.1 µM]	/	-3	-2
29	O=S(=O)(O)c1ccc(SCc2ccccc2)nc1	-3%	2%	-2%	-14%	12%	-7%	/	-2	-12
30	Cc1ccc(OCCCC(=O)N(C)CC(=O)Nc2c(C)cccc2C)cc1	-3%	2%	-2%	-5%	-5%	/	/	-7	-1
31	CC(=O)NC12CC3CC(C1)CC(C(=O)OCC(=O)Nc1c(F)cccc1F)(C3)C2	-1%	-3%	7%	-6%	11%	-9%	0.8%	-3	-1
32	Cc1cc(C)nc(N2CCC(C(=O)NCc3ccccc3F)CC2)n1	-1%	2%	7%	-12%	-28%	2%[57.1 µM]	0.0%	-2	5
33	C#CCOCCOCCOCCNc1nc(N2CCN(C(=O)Cn3cc(CCCCN)nn3)CC2)nc(N2CCN(C(=O)Cn3cc(CC(C)O)nn3)CC2)n1 (configuration not stated)	-4%	0%	5%	-24%	-3%	9%	0.3%	6	-10
34	COc1ccc(Cl)cc1N(CC(=O)NC1CC2CCC1C2)S(=O)(=O)c1ccccc1 (configuration not stated)	-2%	2%	-6%	-21%	-2%	1%	1.1%	-1	-3
35	COc1ccccc1/C=C1\SC(=S)N(C(C(=O)O)c2ccccc2)C1=O (configuration not stated)	9%	-2%	-3%	-31%	-7%	4%	-3.1%	-4	-7
36	COc1ccc(C)cc1NC(=O)C(NCC1CCCO1)c1ccccc1 (configuration not stated)	-3%	2%	3%	3%	1%	-13%	0.0%	-9	4
37	CC(NC(=O)C1CCN(S(=O)(=O)c2cccc3cccnc23)CC1)c1ccccc1 (configuration not stated)	-4%	1%	7%	-28%	-7%	6%	1.0%	-1	-7
38	Nc1ncc(Br)cc1S(=O)(=O)NCCC(=O)NCCc1ccc(Cl)cc1	-4%	2%	26%	-25%	14%	5%	1.7%	1	-3
39	COc1ccccc1NC(=O)Nc1nn(C)c2cccc(N(C)C)c12	-3%	1%	15%	-5%	0%	11%[57.1 µM]	3.7%	16	-10
40	CC(C)CN1C(=O)c2ccc(C(=O)Nc3ccc(OCC(=O)O)cc3)cc2C1=O	5%	0%	13%	-18%	12%	1%	4.8%	-8	-1
41	CN(C)CCNC(=O)CN1C(=O)CCn2nc(-c3cn(C)c4ccccc34)cc21	-4%	0%	0%	-10%	1%	-9%[57.1 µM]	-6.4%	3	2
42	CC(=O)NC(C)c1ccc(C(=O)CSc2nnc(C3CC3)n2C2CC2)cc1 (configuration not stated)	-1%	-1%	-5%	-7%	-2%	1%	-1.7%	-8	-4
43	COc1ccc(CC2(C)OC(c3ccncc3)=NN2C(C)=O)cc1 (configuration not stated)	-1%	0%	8%	-1%	-13%	9%[57.1 µM]	-0.3%	-7	0
44	Cc1ccc(Cn2nnc3c(=O)[nH]c(C4CCN(S(=O)(=O)/C=C/c5ccccc5)CC4)nc32)cc1	-2%	-2%	-13%	-13%	5%	0%	0.1%	-10	2
45	COc1cccc(N2C(=O)C3CCCN3C2c2ccc(N(C)C)cc2)c1 (configuration not stated)	0%	0%	-10%	?	1%	7%[57.1 µM]	0.4%	-1	0
46	Cc1nn2c(=O)cc(COC(=O)c3ccc(NC(=O)c4ccc(C(C)(C)C)cc4)cc3)nc2s1	-3%	3%	0%	-3%	8%	3%[57.1 µM]	-0.7%	-13	-4
47	COc1ccc(NS(=O)(=O)c2cccc(NC(=O)CCC(=O)c3ccc(Cl)cc3)c2)cc1	-3%	-11%	-5%	-16%	-11%	-8%	0.6%	-8	-3
48	COCCCn1c(=NC(C)=O)c(C#N)cc2c(=O)n3cccc(C)c3nc21	-1%	1%	6%	-9%	?	144%[activator][57.1 µM]	?	-1	0
49	C[C@H](CO)N1C[C@H](C)[C@@H](CN(C)Cc2ccc(Cl)c(Cl)c2)Oc2c(NS(=O)(=O)c3cccs3)cccc2C1=O	-1%	1%	-14%	?	0%	1%	/	0	-3
50	CC(=O)C1(O)CCC2C3CC(C)C4=CC(=O)C=CC4(C)C3(F)C(O)CC21C (configuration not stated)	-7%	2%	2%	-14%	12%	4%[57.1 µM]	/	2	4
51	Cn1nc([N+](=O)[O-])nc1Oc1ccccc1N	-4%	-2%	-1%	-4%	-3%	-6%	0.7%	0	3

An excerpt (hit frequency here may not be typical).
